PglD DTNB – blocks C. jejuni PglD acetyltransferase activity; purified PglD enzyme, DTNB colorimetric CoA detection; inhibition, % at 12.5 µM; actives 0.098% (n = 360,000); AID 602405; in the data active = inhibition above about 16%, passing the limit was not always enough; inconclusive = no clear call, values can overlap the other calls; also: strong numbers were not always called active
ERAP1 HTS inh – blocks human ERAP1 aminopeptidase activity. actives 0.15% (n = 340,000). Q9NZ08. inhibition, % at 10.7 µM. recombinant ERAP1, Leu-AMC fluorescence, 60 min;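 active = mean replicate inhibition of at least 30%, or all replicates individually reaching that 30% level; inactive = mean below 30% and not every replicate reaching it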;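 also: 0% = neutral control wells and 100% = L-leucinethiol positive control wells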
Target sequence (Q9NZ08 whole entry, looked up): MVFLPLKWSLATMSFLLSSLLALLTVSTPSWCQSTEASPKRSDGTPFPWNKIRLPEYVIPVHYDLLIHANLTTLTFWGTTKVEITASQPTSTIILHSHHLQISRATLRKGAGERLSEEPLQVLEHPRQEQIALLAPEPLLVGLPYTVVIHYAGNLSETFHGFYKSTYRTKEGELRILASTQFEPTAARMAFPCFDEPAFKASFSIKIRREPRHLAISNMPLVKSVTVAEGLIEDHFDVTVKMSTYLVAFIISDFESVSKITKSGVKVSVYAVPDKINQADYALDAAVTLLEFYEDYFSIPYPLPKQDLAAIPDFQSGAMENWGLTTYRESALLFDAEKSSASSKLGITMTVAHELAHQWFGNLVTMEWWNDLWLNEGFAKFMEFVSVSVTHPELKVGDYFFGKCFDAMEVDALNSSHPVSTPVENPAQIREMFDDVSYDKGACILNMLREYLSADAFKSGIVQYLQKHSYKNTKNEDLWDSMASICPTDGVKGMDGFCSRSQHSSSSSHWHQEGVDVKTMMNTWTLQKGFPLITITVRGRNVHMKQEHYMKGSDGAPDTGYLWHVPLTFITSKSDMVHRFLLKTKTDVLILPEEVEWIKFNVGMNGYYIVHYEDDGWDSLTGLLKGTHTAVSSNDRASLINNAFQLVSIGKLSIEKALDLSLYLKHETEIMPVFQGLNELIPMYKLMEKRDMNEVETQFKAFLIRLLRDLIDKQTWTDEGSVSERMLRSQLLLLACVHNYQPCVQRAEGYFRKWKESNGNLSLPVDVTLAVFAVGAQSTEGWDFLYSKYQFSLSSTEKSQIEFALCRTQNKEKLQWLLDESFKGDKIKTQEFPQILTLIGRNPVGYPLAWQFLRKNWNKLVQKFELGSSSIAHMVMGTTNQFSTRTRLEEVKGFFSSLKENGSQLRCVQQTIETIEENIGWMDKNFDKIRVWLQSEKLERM
PAX8 reporter – inhibitors of PAX8 transcriptional activity in RMG-I cells. actives 1.2% (n = 360,000). inhibition, % at 12.6 µM. AID 652154. RMG-I TPO-luciferase reporter, SteadyGlo, 24 h;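 active = mean replicate inhibition at least 60% with every replicate also reaching 60%; inconclusive = only one of the two criteria is met; inactive = mean below 60% and not all replicates reaching 60%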;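 also: luciferase light reporting Pax8 driven TPO promoter activity; plate controls were median of neutral control wells for no effect and mitoxantrone controls for full effect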
S100A4 MyoIIA – blocks human S100A4 binding to myosin IIA peptide | P26447 | S100A4/TAMRA-MyoIIA peptide fluorescence polarization | inhibition, % at 10.7 µM | actives 0.14% (n = 360,000) | AID 652163;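 active = mean inhibition of at least 70% across replicates, with every replicate also reaching that level; inconclusive = mean inhibition reaches 70% but some replicates fall short; inactive = mean inhibition below 70%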
Target sequence (P26447 whole entry, looked up): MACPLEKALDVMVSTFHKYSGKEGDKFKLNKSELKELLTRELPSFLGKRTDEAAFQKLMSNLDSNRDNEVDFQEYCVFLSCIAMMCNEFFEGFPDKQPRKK
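Material: S100A4 monomer protein / Buffer or medium: 50 mM HEPES pH 7.2, 10 mM CaCl2, 100 mM KCl / Times: 5 min incubation before reading / Benchmarks: neutral control DMSO, positive control TFP / Reagent: labelled myosin peptide probe, 5 nM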
EWS-Fli block – inhibitors of EWS/Fli oncoprotein transcriptional activity. A673 NR0B1-luciferase reporter, viability-normalised. inhibition, % at 12.6 µM. actives 0.67% (n = 350,000). AID 651661;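 active = mean inhibition of at least 50% after viability correction, with every replicate also passing that limit; inconclusive = mean reaches 50% but only one of two replicates passes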;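 also: firefly luciferase signal divided by Alamar Blue viability fluorescence both relative to DMSO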
FN deposit inh – fibronectin deposition inhibition | AH1F fibroblasts, Alexa488-fibronectin deposition fluorescence, overnight | inhibition, % at 12.6 µM | actives 0.086% (n = 350,000) | AID 743247;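 active = mean inhibition across replicates of 30% or more, regardless of how many single replicates reach that level; inconclusive = mean under 30% yet at least half of replicates reach 30%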;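 also: positive control wells lacked labelled fibronectin entirely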
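Material: AH1F fibroblast monolayer depositing Alexa488-labelled fibronectin into matrix | Input: 10000 AH1F cells/well | Medium: DMEM plus 2% serum, read in PBS | Reagent: Alexa488-fibronectin, 24 nM final in well | Compound dosing: One dose per compound, pinned | Schedule: 1 h adhesion, overnight exposure | Measured by: Fluorescence at 485 nm excitation, 525 nm emission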
PGC1a acetyl inh – lowers PGC1a acetylation signal in U2OS cells; AlphaScreen anti-acetyl-lysine; with virally co-expressed GCN5 acetyltransferase; inhibition, % at 15.6 µM; actives 0.17% (n = 350,000); AID 651687;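 active = every replicate shows inhibition of at least 40%; inconclusive = mean inhibition at least 40% but some replicate below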;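 also: 0% = neutral control wells and 100% = positive control wells; some results beyond the cut were filed as inactive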
LGR2 antag – inhibitors of bursicon-induced Drosophila LGR2 receptor cAMP signaling. HEK293 LGR2, CRE-luciferase, bursicon-stimulated, 4 h. inhibition, % at 9.99 µM. actives 0.35% (n = 380,000). AID 720647;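 active = drop in luminescence signal, shown as inhibition above about 50% in the replicate tests, limit read from the data, passing the limit was not always enough; inconclusive = probably only some replicates passing the limit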;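 also: agonist challenge used bursicon conditioned medium at about half maximal strength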
* = called active by the depositor; ? = inconclusive; . = no result given; & = joins results of further samples.

SMILES | PglD DTNB | ERAP1 HTS inh | PAX8 reporter | S100A4 MyoIIA | EWS-Fli block | FN deposit inh | PGC1a acetyl inh | LGR2 antag
COCC#Cc1ccc2c(c1)O[C@H](CN(C)S(=O)(=O)c1ccc(OC)cc1)[C@@H](C)CN([C@@H](C)CO)S2(=O)=O | . | . | -15 | . | -5 | . | 27 | -12
C[C@H](CO)N1C[C@H](C)[C@H](CN(C)Cc2cccnc2)Oc2cc(C3=CCCC3)ccc2S1(=O)=O | 0 | 1 | 2 | 16 | -1 | 8 | -24 | -30
O=C(COc1ccccc1F)OCC(=O)N1CCc2ccccc21 | -4 | -4 | 14 | -2 | 2 | -1 | . | 5
O=C(C1CCN(S(=O)(=O)c2cccc3nsnc23)CC1)N1CC=C(c2ccccc2)CC1 | 3 | . | 12 | . | . | 7 | 0 | .
Cc1ccc(-n2c(N)cc(=O)nc2SCC(=O)N2CCN(c3ccccc3)CC2)cc1 | -7 | -1 | 7 | 3 | . | 0 | 1 | 21
O=C1c2cccc3cc([N+](=O)[O-])cc(c23)C(=O)N1/N=C/c1ccc(O)cc1O | . | -6 | -11 | -2 | 30 | 1 | 11 | 6
O=C(NCC1(N2CCCCC2)CCCCC1)c1cccc(S(=O)(=O)Nc2ccc(F)cc2)c1 | -6 | -20 | -8 | -7 | 9 | -22 | 2 | 3
C/C(=N\NC(=S)NCc1ccccc1)c1ccc(C#N)cc1 | . | 8 | 0 | 11 | -9 | 2 | . | -31
CN(CC(=O)Nc1ccc(F)cc1)C(=O)COC(=O)/C=C/c1cccs1 | -3 | 0 | 9 | -2 | 2 | 2 | 4 | 5
Cc1ccc(OCCC(=O)Nc2ccc(S(=O)(=O)N3CCCC3)cc2)cc1 | 0 | 2 | 16 | -3 | 7 | -3 | -4 | 2
CSCCC(NC(=O)c1ccccc1Br)C(=O)NNC(=O)c1ccncc1 (centres undefined) | -4 | -2 | -6 | -5 | -7 | 2 | 0 | 11
CC=Cc1ccc2n(c1=O)C[C@@H]1[C@@H](CO)[C@H](C(=O)NCC)N(Cc3cccc(F)c3)[C@H]21 (mixture of isomers) | 0 | 0 | . | -1 | 3 | -3 | . | -9
COCC(=O)N1CC2(CN(S(C)(=O)=O)C2)c2c(n(C)c3cc(OC)ccc23)[C@@H]1CO | . | 0 | . | 10 | -15 | -4 | 1 | -12
O=[N+]([O-])c1cccc(S(=O)(=O)N2CCCCC2)c1 | -2 | -2 | -2 | 0 | 5 | -1 | 18 | -4
CCOC(=O)N1CCN(c2nc3ccccc3n3cnnc23)CC1 | . | . | -9 | -1 | -6 | -3 | -2 | 7

Profiles, looked up by structure.
Profile of O=[N+]([O-])c1cccc(S(=O)(=O)N2CCCCC2)c1 → PglD DTNB: -2; ERAP1 HTS inh: -2; PAX8 reporter: -2; S100A4 MyoIIA: 0; EWS-Fli block: 5; FN deposit inh: -1; PGC1a acetyl inh: 18; LGR2 antag: -4
Profile of Cc1ccc(OCCC(=O)Nc2ccc(S(=O)(=O)N3CCCC3)cc2)cc1 → PglD DTNB: 0; ERAP1 HTS inh: 2; PAX8 reporter: 16; S100A4 MyoIIA: -3; EWS-Fli block: 7; FN deposit inh: -3; PGC1a acetyl inh: -4; LGR2 antag: 2

Arranged by SMILES length (falling): part of the list above.
SMILES | PglD DTNB | ERAP1 HTS inh | PAX8 reporter | S100A4 MyoIIA | EWS-Fli block | FN deposit inh | PGC1a acetyl inh | LGR2 antag
COCC#Cc1ccc2c(c1)O[C@H](CN(C)S(=O)(=O)c1ccc(OC)cc1)[C@@H](C)CN([C@@H](C)CO)S2(=O)=O | . | . | -15 | . | -5 | . | 27 | -12
O=[N+]([O-])c1cccc(S(=O)(=O)N2CCCCC2)c1 | -2 | -2 | -2 | 0 | 5 | -1 | 18 | -4
CCOC(=O)N1CCN(c2nc3ccccc3n3cnnc23)CC1 | . | . | -9 | -1 | -6 | -3 | -2 | 7

(cont.)
SMILES | PglD DTNB | ERAP1 HTS inh | PAX8 reporter | S100A4 MyoIIA | EWS-Fli block | FN deposit inh | PGC1a acetyl inh | LGR2 antag
Cc1noc(C)c1NC(=O)N(C)C[C@H]1Oc2c(NC(=O)CCCCCC(=O)Nc3ccccc3N)cccc2C(=O)N([C@@H](C)CO)C[C@H]1C | . | 3 | -11 | 76* | 0 | 3 | -6 | -17
O=S(=O)(Nc1nc2c(s1)CCCC2)c1ccc(F)cc1 | -3 | 0 | . | -2 | -16 | . | ? | -25
COc1ccc(C(=O)Nc2ccc(NC(=O)C3CC3)cn2)cc1 | 3 | -1 | -21 | -2 | -17 | 1 | 5 | -15
COc1c2occc2c(OC)c2c(=O)cc(C)oc12 | 2 | -1 | 10 | -5 | -6 | 2 | 2 | -7
COc1ccc(CCNCC(=O)N2C(C)CCCC2C)cc1OC (centres undefined) | . | 0 | -8 | -2 | -2 | 9 | -1 | 3
Cn1c(S(=O)(=O)Cc2ccc(Cl)cc2)nc2ccccc21 | 3 | 5 | -32 | -6 | -5 | -7 | 7 | -9
C[C@@H]1CCCCO[C@H](CN(C)Cc2ccccc2)[C@@H](C)CN([C@@H](C)CO)C(=O)c2cc(NC(=O)Nc3ccccc3)ccc2O1 | 1 | 0 | 38 | -9 | 3 | 3 | 1 | 15
CN1CCCC1=Nc1c2c(nc3ccccc13)N(C)CC2 | . | 2 | 12 | 1 | 4 | . | 1 | -1
O=C(COC(=O)Cc1cccc(C(F)(F)F)c1)Nc1ccc2[nH]c(=O)[nH]c2c1 | . | -7 | -8 | -5 | -9 | -1 | . | 4
C[C@@H]1CN([C@@H](C)CO)C(=O)c2c(c3ccccc3n2C)-c2ccccc2CO[C@H]1CN(C)C | -2 | 1 | 15 | -6 | -1 | -14 | -24 | 0
C[C@H](CO)N1C[C@H](C)[C@@H](CN(C)Cc2ccncc2)Oc2c(NS(=O)(=O)c3cn(C)cn3)cccc2C1=O | -4&-10 | 2&-2 | 12&3 | -24&-10 | 4&-6 | -8 | 4&25 | -14&-1
COc1cc(C)ccc1OCCCOc1c(Cl)cccc1Cl | -1 | 8 | -22 | -1 | -17 | -6 | -1 | -31
CCCCN(CC(=O)NC1CCCC1)C(=O)C(=O)Nc1ccc2c(c1)OCCO2 | -1 | -1 | -5 | -4 | 3 | 11 | . | 13
CCC(=O)N1CC2(CN(C(=O)NC(C)C)C2)c2c(n(C)c3cc(OC)ccc23)[C@H]1CO | . | 0 | . | -1 | 9 | . | 1 | 5
COc1ccc(C(c2nnnn2-c2c(C)cccc2C)N2CCN(C/C=C/c3ccccc3)CC2)cc1 (centres undefined) | 3 | -2 | 6 | 1 | 16 | -2 | -2 | -8
O=C1/C(=C/c2ccc(O)cc2)SC(=S)N1Cc1cccnc1 | . | 12 | 5 | 1 | 14 | 8 | . | 5
COc1ccc(CCN=C(N)C(C)c2ccccc2)cc1OC (centres undefined) | 0 | 1 | 13 | 5 | -3 | -5 | . | 2
CCOC(=O)C1=C(COC(=O)c2ccc([N+](=O)[O-])o2)NC(=O)NC1C (centres undefined) | 2 | 0 | 0 | -2 | 4 | -1 | -6 | 18
CN(C(=O)c1cccc(NC(=O)Cc2ccc(NC(=O)C3CCN(S(=O)(=O)c4cccc([N+](=O)[O-])c4)CC3)cc2)c1)C1CCCC1 | 4 | . | 0 | -8 | -10 | . | . | -6
CCC(C)[C@H]1CN=C(N)N1CCCc1cc(OC)c(OC)c(OC)c1 (some centres undefined) | -2 | -1 | 11 | -4 | 3 | 2 | . | 0
COc1ccc(COC(=O)CN2C(=O)NC3(CC(C)CC(C)(C)C3)C2=O)cc1F (centres undefined) | . | -2 | 9 | 4 | 7 | -5 | 6 | .
Cc1ccc(C(=O)OCCc2sc[n+](Cc3ccccc3)c2C)cc1 | . | 0 | 18 | -2 | -2 | -8 | . | -1
CC(C)Nc1nc(-c2ccccc2)nnc1-c1ccccc1 | . | 0 | 16 | -14 | 7 | -10 | . | -9
CNC[C@H]1OCCCC[C@@H](C)Oc2ccc(NS(=O)(=O)c3cn(C)cn3)cc2C(=O)N([C@@H](C)CO)C[C@@H]1C | 0 | . | -15 | . | -2 | . | 15 | 0
COc1ccc(OC)c(CCNC(=O)CCCc2nnc3n(C)c(=O)c4sccc4n23)c1 | -3 | 0 | 0 | 0 | 3 | 8 | -3 | -9
COc1cccc(C(=O)c2ccncc2C(=O)O)c1OC | -4 | -1 | 3 | 1 | -12 | -4 | -12 | 6
C[C@@H]1CCCCO[C@@H](CN(C)C(=O)Nc2cccc3ccccc23)[C@H](C)CN([C@@H](C)CO)C(=O)c2cc(NS(=O)(=O)c3cccs3)ccc2O1 | -1 | 1 | 17 | 24 | 0 | . | . | -15
COc1ccc(NC(=O)N[C@H]2C=C[C@H](CC(=O)NC3CCC3)O[C@@H]2CO)cc1 | 1 | 1 | 3 | 1 | 6 | . | -11 | 20
O=C(CSc1nccc(=O)[nH]1)NC1CCCC1 | 0 | 0 | -13 | 12 | 1 | -2 | 8 | -6
CC(=O)c1c(N2CCN(CCO)CC2)nc(=S)n(-c2ccccc2)c1C | . | 0 | 5 | 3 | 11 | -22 | . | -10
O=C(NCC(c1cccs1)N1CCOCC1)c1cc([N+](=O)[O-])cc([N+](=O)[O-])c1 (centres undefined) | -23 | 0 | 33 | -3 | -1 | 5 | 4 | -10
Cc1nnc(NCc2ccncc2)c2ccccc12 | 4 | . | 17 | . | . | 7 | -2 | .
COc1ccc(-c2nc3ccc(Cl)cn3c2Cc2ccccc2)cc1OC | -1 | -1 | -6 | -12 | -3 | 6 | 3 | -46
CS(=O)(=O)C1=NSC2=NC(=O)/C(=C\c3ccc(OC(=O)c4ccco4)c(Br)c3)C(=N)N21 | 4 | -1 | -3 | 10 | . | -9 | -9 | 5
O=C(NCC[C@H]1CC[C@@H](NC(=O)C2CCOCC2)[C@@H](CO)O1)Nc1ccc(Cl)cc1 | 5 | 2&-4 | 6&-14 | 0&2 | -13&-9 | -2 | 7 | -9&-5
O=C(Nc1cccnc1)c1cc(-c2cccs2)on1 | -7 | . | . | . | . | 6 | -3 | 14

Reprinted at random: 3 records from the list.
SMILES | PglD DTNB | ERAP1 HTS inh | PAX8 reporter | S100A4 MyoIIA | EWS-Fli block | FN deposit inh | PGC1a acetyl inh | LGR2 antag
CCCCN(CC(=O)NC1CCCC1)C(=O)C(=O)Nc1ccc2c(c1)OCCO2 | -1 | -1 | -5 | -4 | 3 | 11 | . | 13
Cc1noc(C)c1NC(=O)N(C)C[C@H]1Oc2c(NC(=O)CCCCCC(=O)Nc3ccccc3N)cccc2C(=O)N([C@@H](C)CO)C[C@H]1C | . | 3 | -11 | 76* | 0 | 3 | -6 | -17
C[C@H](CO)N1C[C@H](C)[C@@H](CN(C)Cc2ccncc2)Oc2c(NS(=O)(=O)c3cn(C)cn3)cccc2C1=O | -4&-10 | 2&-2 | 12&3 | -24&-10 | 4&-6 | -8 | 4&25 | -14&-1
